# HIF-2a inh – HIF-2a reporter inhibitors, primary screen, luminescence, 786-0 RCC cells; 786-0 RCC cells HIF-2a reporter, luciferase luminescence, overnight; inhibition, % at 18.8 µM; 360,000 compounds, 0.72% hits; AID 624352, 2012;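 active means inhibition of the luminescence signal of 40% or more relative to plate controls, in a single-dose primary screen at 18.75 µM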
# CaV13 ICDI inh – Disruptors of the CACNA1D IQ motif to Ca2+-dependent inactivation inhibitor domain association, primary screening, Förster resonance energy transfer in intact living …; HEK cells, CFP/YFP FRET ICDI-IQ, plate reader, 10 min; percent FRET-ratio fall versus neutral wells; inhibition, % at 12.3 µM; 340,000 compounds, 0.098% hits; AID 743397;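 active means mean replicate inhibition of at least 30% and at least 1% of replicates passing that level; inconclusive means only one of the two criteria is met; inactive means neither criterion is met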;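 further: 0% = median of the neutral control wells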
# NR2E3 ag-1 – NR2E3 agonists in two-hybrid cells, primary screen, cell-based, luminescence, CHO-S, Gal4-NCOR/VP16-NR2E3; Photoreceptor-specific nuclear receptor (Homo sapiens), Q9Y5X4; luciferase; inhibition of corepressor binding, % at 3.98 µM; 360,000 compounds, 0.35% hits; AID 602229, 2012;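 active means inhibition above the mean of all tested compounds plus 3 SD, cut at about 70% in these data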;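 further: 0% = DMSO with NR2E3 transfected cells and 100% = cells lacking NR2E3 construct; higher means lower luciferase signal from less NR2E3 corepressor binding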
# Target sequence (Q9Y5X4 whole entry, looked up, the tested form may be a part): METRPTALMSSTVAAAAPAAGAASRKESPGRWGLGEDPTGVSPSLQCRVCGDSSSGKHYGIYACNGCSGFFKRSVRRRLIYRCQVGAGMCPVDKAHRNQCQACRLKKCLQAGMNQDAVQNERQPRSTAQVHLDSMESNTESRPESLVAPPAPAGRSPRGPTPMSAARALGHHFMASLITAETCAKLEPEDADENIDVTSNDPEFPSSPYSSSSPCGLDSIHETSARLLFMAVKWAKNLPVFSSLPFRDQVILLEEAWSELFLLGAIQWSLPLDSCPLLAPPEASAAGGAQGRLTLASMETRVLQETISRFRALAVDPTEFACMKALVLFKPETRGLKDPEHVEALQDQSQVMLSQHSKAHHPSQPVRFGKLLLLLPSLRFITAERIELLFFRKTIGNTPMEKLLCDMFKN
# Exocytosis inh – LAMP-1 surface exposure blockers, TALL-104 cells – cell-based, flow cytometry, MLPCN library, primary screen. TALL-104 LAMP-1 surface exposure; cells stimulated with thapsigargin and PMA. inhibition, % at 10 µM. 360,000 compounds, 0.66% hits. AID 651702, 2012;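 active means inhibition above about 55%, limit read from the data; inconclusive means no clear call, values can overlap the other calls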
# hiPSC survival – enhancers of single-cell hiPSC survival, primary screen, ATPlite luminescence; 360,000 compounds, 0.044% hits; 100% = ROCK inhibitor wells, 0% = DMSO; survival enhancement, % at 20 µM; in the data active means survival enhancement above about 18%;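 further: cells exposed to compounds for 16 hours before the ATP read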
# NR2E3 ag-2 – inhibitors of NR2E3-RetCOR corepressor binding, primary screen, NR2E3 agonist project, biochemical, TR-FRET, GST-NR2E3, biotin-RetCOR | 1536-well | inhibition of corepressor binding, % at 4.78 µM | AID 2300, 2010 | Photoreceptor-specific nuclear receptor (Homo sapiens), Q9Y5X4 | 320,000 compounds, 0.12% hits;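 active means percent inhibition above the cutoff of mean plus 3 SD of all tested compounds, set per screening campaign, cut at about 20% in these data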;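 further: 0% = DMSO wells and 100% = biotin wells as full block of FRET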
#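 system = GST-tagged NR2E3 plus biotinylated RetCOR corepressor | input = 1.35 nM GST-NR2E3 | also added = 7 nM biotin-RetCOR | schedule = 5 h incubation at 4 °C | measured by = TR-FRET with europium anti-GST and streptavidin-D2, 340 nm excitation | read-out = percent loss of FRET ratio relative to control wells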
# aDG glyco act – activators of alpha-DG glycosylation, primary screen, uHTS, Pro5-aDG cells, AlphaScreen; alpha-DG glycosylation AlphaScreen (IIH6); 0% Pro5, 100% B10-LARGE cell signal; 360,000 compounds, 0.22% hits; AID 624168, 2012; activation, % at 10 µM;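 active means activation of at least 8% versus controls, or a plate z-score of at least 8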;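 further: Pro5 are CHO cells carrying HIG-tagged alpha-DG that lacks glycosylation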
# Peg3 prom inh – Peg3 promoter-driven luciferase inhibitors, primary screen, cell-based, HeLa, luciferase luminescence. HeLa PEG-Prom luciferase reporter, overnight. inhibition, % at 20 µM. 360,000 compounds, 1.7% hits. AID 588405, 2011;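 active means inhibition of at least 50% at 20 µM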
# PDI turbidity – inhibitors of human PDI, primary screen, biochemical, turbidity, single point, plate reader. PDI insulin aggregation turbidity, A650, 90 min. 350,000 compounds, 0.052% hits. Protein disulfide-isomerase (Homo sapiens), P07237. inhibition, % at 10 µM;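 active means mean inhibition across replicates of 30% or more, whatever share of single replicates reach that level; inconclusive means mean inhibition below 30% while every single replicate reaches 30%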;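 further: absorbance from insulin aggregation driven by PDI reduction with DTT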
# Target sequence (P07237 whole entry, looked up): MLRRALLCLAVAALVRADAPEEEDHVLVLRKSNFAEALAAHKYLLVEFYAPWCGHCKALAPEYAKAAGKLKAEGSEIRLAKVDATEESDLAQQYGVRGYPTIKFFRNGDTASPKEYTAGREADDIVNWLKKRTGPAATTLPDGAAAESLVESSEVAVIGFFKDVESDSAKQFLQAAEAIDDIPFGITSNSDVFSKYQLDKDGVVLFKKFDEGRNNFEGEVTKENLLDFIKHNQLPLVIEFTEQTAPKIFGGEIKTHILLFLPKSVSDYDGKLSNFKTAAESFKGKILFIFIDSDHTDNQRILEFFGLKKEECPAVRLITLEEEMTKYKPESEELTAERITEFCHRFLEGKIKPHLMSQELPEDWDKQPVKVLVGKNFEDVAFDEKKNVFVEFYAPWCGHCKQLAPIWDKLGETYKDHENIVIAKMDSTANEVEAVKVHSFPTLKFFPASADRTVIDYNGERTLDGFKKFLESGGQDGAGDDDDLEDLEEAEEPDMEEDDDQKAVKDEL
# Vif imaging – HIV Vif self-association inhibitors, primary screen, imaging, HEK293T, single point | HEK293T cells, Vif self-association by quenched fluorescence, 24 h | 340,000 compounds, 0.35% hits | inhibition, % at 7.49 µM; in the data active means inhibition above about 50%, passing the limit was not always enough; inconclusive means no clear call, values can overlap the other calls; inactive means below about 31%; further: some results filed as inactive read as strong as hits
# MITF TRPM1 inh – inhibitors of MITF-dependent TRPM1 promoter reporter, primary screen, cell-based, SK-MEL-5, single point, luciferase; SK-MEL-5 TRPM1 promoter luciferase, 24 h; 330,000 compounds, 0.83% hits; inhibition, % at 12.5 µM;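 active means mean inhibition across replicates of 60% or more, whatever share of single replicates reaches that level; inconclusive means some that reach 60%, reason not given; inactive means mean inhibition across replicates below 60%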; further: values of inactives mirror those of a sister screen read the other way
# An asterisk follows results filed as active; ? = inconclusive; . = no result given.
# Below each SMILES: HIF-2a inh	CaV13 ICDI inh	NR2E3 ag-1	Exocytosis inh	hiPSC survival	NR2E3 ag-2	aDG glyco act	Peg3 prom inh	PDI turbidity	Vif imaging	MITF TRPM1 inh
CC(C(=O)Nc1cccc(C#N)c1)N(C)CCOc1ccccc1 (configuration not stated)
→ 4	-4	-19	7	1.2	4	0.1	15	-6	12	-6
CC1=C(CC(=O)NCC(=O)NCC(=O)O)c2cc(F)ccc2/C1=C/c1ccc(S(C)=O)cc1 (configuration not stated)
→ 18	-19	18	-10	-0.5	.	0.0	22	-5	38	0
Cc1ccc(-c2csc(C(C#N)=C3CCCC3)n2)cc1
→ -266	.	-73	-4	-2.0	3	-0.1	-366	-3	4	-95
COc1cc2c(c3oc(=O)cc(CC(=O)O)c13)CCC(C)(C)O2
→ 5	-23	-30	1	0.0	1	-0.1	7	8	2	2
CN(Cc1ccc(F)cc1)C(=O)c1ccc(NC(=O)CC2SC(N3CCCC3)=NC2=O)cc1 (configuration not stated)
→ 8	-5	12	0	0.4	-1	-0.2	4	-3	-7	-3
Cc1ccc(OCC(=O)NC(=S)Nc2ccccn2)c(Br)c1
→ 22	-7	-11	-2	-0.5	3	0.7	17	3	7	23
O=C(NCc1ccc2c(c1)OCO2)Nc1ccc2ccccc2c1
→ -5	-3	-51	3	-0.4	2	0.1	-9	10	-5	.
COc1cc(/C=C2\SC(N)=NC2=O)cc(Br)c1O
→ 13	-178	30	-4	0.2	-13	-0.1	8	-16	?	5
COc1ccc(CNC(=O)C2CC=CCC2C(=O)O)cc1OC (configuration not stated)
→ 22	-3	0	1	-0.9	1	0.0	-1	0	7	-5
CC(C)Cc1nc2sc3c(=O)[nH]cnc3c2c2c1CCC2
→ 11	-5	-3	-1	-0.1	1	0.2	-25	-16	-12	-12
COc1ccc(/C=C/C(=O)Nc2cc(C(F)(F)F)ccc2Cl)cc1OC
→ -26	-3	1	1	1.0	2	0.2	-9	-7	-3	0
CSc1nc(N2CCOCC2)cc(N2CCOCC2)n1
→ 3	-4	15	1	2.8	4	-0.3	-5	-7	3	2
CCOC(=O)CNC(=O)CSc1nnnn1-c1cc(C)ccc1C
→ -3	.	7	-2	6.9	3	0.1	14	-14	-1	1
O=c1c2ccccc2cnn1Cc1n[nH]c(=S)n1-c1ccccc1F
→ 13	-5	3	-4	-0.4	-6	0.1	14	-4	-3	9
Cc1nnc(SCC(=O)Nc2nccs2)o1
→ 1	-7	-12	4	-0.4	0	-0.1	6	-6	-1	8
Cc1ccc(NC(=O)CSc2nnc(N)s2)c([N+](=O)[O-])c1
→ -31	-2	-11	-3	-0.7	3	-0.2	-14	1	-12	-8
N#CCCn1cc(C(=O)Nc2ccc([N+](=O)[O-])cc2)c(-c2cccs2)n1
→ 6	-4	0	-1	3.8	-4	-0.4	27	0	-7	5
COc1ccc(COC(=O)NNC(=O)c2ccccc2Cl)cc1
→ -7	-5	9	-4	-0.3	1	-0.2	5	-7	5	-5
CCOC(=O)C1C(=O)NC(c2ccccc2)=NC1c1ccc(C(C)C)cc1 (configuration not stated)
→ -12	.	23	1	1.4	5	0.6	4	4	2	-9
Cc1cccc(C(=O)N/C(=C\c2ccco2)C(=O)N2CCCC2)c1
→ -4	2	8	6	0.4	-1	-0.1	1	-4	-5	1
CCOC(=O)N1CCC(NC(=O)c2cccnc2SC)CC1
→ 14	.	-7	2	9.7	0	0.0	-2	6	10	11
Cc1ccc2nc(C(=O)N3CCc4c([nH]c5ccccc45)C3c3ccccn3)cn2c1 (configuration not stated)
→ 22	-4	-21	-6	0.1	1	-0.2	38	-3	9	13
CCNC(=O)NC(=O)C(C)OC(=O)CCS(=O)(=O)c1ccc(C)cc1 (configuration not stated)
→ 24	-5	14	-1	0.0	1	0.2	-2	-8	7	-5
NC(=O)C1CCN(c2oc(-c3ccccc3)nc2S(=O)(=O)c2ccc(Br)cc2)CC1
→ 10	.	-4	2	0.2	1	-0.1	6	5	-1	-15
c1ccc(-c2csc3ncn4cnnc4c23)cc1
→ 8	-5	11	-1	-2.6	2	-0.1	16	-8	0	-6
CC(=O)N1c2ccc(S(=O)(=O)NCCc3ccccc3)cc2CC1C (configuration not stated)
→ 8	-15	73*	17	-0.3	-1	1.2	5	-3	-3	24
CC(C(=O)Nc1cccc(S(=O)(=O)N2CCOCC2)c1)N1CCN(c2ccc(F)cc2)CC1 (configuration not stated)
→ 4	-4	13	-2	0.3	6	0.3	2	0	1	1
COc1ccc(-n2nc(C(=O)Nc3ccc4c(c3)OCO4)c3ccccc3c2=O)c(OC)c1
→ 9	.	-21	1	2.1	1	-0.1	11	-1	-5	-4
CCOc1cccc2sc(N(CCN(CC)CC)C(=O)c3cccc([N+](=O)[O-])c3)nc12
→ 9	-7	-24	12	-0.6	4	0.3	12	1	-4	1
Cc1ccc(-c2nnn(CC(=O)N3CCCCC3)n2)c(-n2cnnn2)c1
→ 10	-5	-2	-6	2.8	1	-0.1	7	-2	43	8
NC(=Nc1ccccc1)Nc1ccccc1
→ 13	-3	9	-8	-0.7	1	-0.1	-6	-3	10	-1
C/C(=N\O)C(=O)C(CN1CCCCC1)CN1CCCCC1
→ -6	-8	12	-2	-2.3	3	-0.2	-5	4	8	10
O=C(COc1ccc(C(=S)N2CCC(Cc3ccccc3)CC2)cc1)N1CCOCC1
→ 9	-7	-9	1	-2.1	-1	-0.3	1	-2	3	11
COc1cccc(CNCC(O)COc2ccc(C(=O)c3ccccc3)cc2)c1 (configuration not stated)
→ 17	-3	2	2	0.2	2	0.0	7	0	-2	13
CN(C)c1nc2ccccc2n(C)c1=O
→ 8	-16	16	0	1.9	-3	-0.2	0	-5	-7	10
COCCN(C(=O)COC(=O)CCc1ccc(OC)cc1)c1c(N)n(Cc2ccccc2)c(=O)[nH]c1=O
→ 15	-5	-10	-3	0.1	1	1.5	8	2	1	-7
Cc1ccc(C)c(NC(=O)c2cc(-c3cc(C)cc(C)c3O)n[nH]2)c1
→ -60	-3	-11	3	-0.6	4	0.4	9	-2	0	-11
Cc1ccc(CC(SCc2ccccc2)C(=O)O)cc1C (configuration not stated)
→ 8	2	-16	6	0.7	-2	0.0	-1	-11	31	4
Cc1noc(C)c1COC(=O)c1cc(F)c(F)cc1Cl
→ 23	-4	-12	2	-0.8	-5	0.6	8	-9	?	-1
COc1ccc(-c2nsc(SCC(=O)NCc3ccc4c(c3)OCO4)n2)cc1
→ -142	-4	-44	-2	0.2	4	0.2	-120	-12	10	-36
NC(=O)CC(NC(=O)Cc1cccc2ccccc12)c1ccc(NC2CCN(Cc3ccccc3)CC2)c([N+](=O)[O-])c1 (configuration not stated)
→ 5	-10	-3	15	-2.2	4	-0.1	2	-5	.	5
O=C(c1cnn2cccnc12)N1CCN(Cc2ccc3c(c2)OCO3)CC1
→ 4	-14	-7	-3	2.5	4	-0.1	17	-2	20	-5
CC(C(=O)c1ccc(Br)cc1)[n+]1cccc(NC(=O)c2ccccc2)c1 (configuration not stated)
→ 14	0	4	-1	-3.0	0	-0.3	-13	4	24	1
CCN(CC)CCCn1c2c(c(SCC(=O)N3CCc4ccccc43)nc1=O)CCC2
→ 20	-5	1	-3	-0.4	0	0.2	-17	5	.	8
Cc1ccccc1COc1ccc(-c2nnn(CC(=O)O)n2)cc1
→ 11	-5	-9	-4	0.2	.	0.0	3	2	-6	9
C=CCn1c(SCc2nc3sc(C(=O)O)c(C)c3c(=O)[nH]2)nnc1-c1ccc(F)cc1
→ 9	-18	2	-7	5.4	2	0.0	2	13	1	21
CSc1ccc(CN(C)Cc2nc3ccccc3c(=O)[nH]2)cc1
→ 8	6	-5	-2	1.2	-2	0.2	2	-3	15	0
O=C(CCn1ccnc1)Nc1cc(Cl)ccc1O
→ 5	-6	-26	-7	-0.1	3	-0.1	-9	-9	6	5
CC(=O)c1c(N=CN(C)C)nc(C)nc1-c1ccccc1
→ 8	.	2	0	4.5	2	0.1	-3	-20	-1	4
O=C(COC(=O)COc1ccccc1F)Nc1cccc(S(=O)(=O)N2CCCCC2)c1
→ 15	-15	2	-2	-0.4	.	0.0	0	0	7	3
Cc1ccc2nc(NC(=S)NC(=O)c3ccc(OC(C)C)cc3)sc2c1
→ -38	-3	-4	-1	0.2	4	-0.1	-81	-4	3	-13
COc1ccc(OCCCC(=O)Nc2ccc(OC)c(S(=O)(=O)N3CCOCC3)c2)cc1
→ 4	-17	-26	7	-0.4	3	-0.1	-1	10	-2	17

# Grouped by structure: those above containing a COOH group
# Below each SMILES: HIF-2a inh	CaV13 ICDI inh	NR2E3 ag-1	Exocytosis inh	hiPSC survival	NR2E3 ag-2	aDG glyco act	Peg3 prom inh	PDI turbidity	Vif imaging	MITF TRPM1 inh
CC1=C(CC(=O)NCC(=O)NCC(=O)O)c2cc(F)ccc2/C1=C/c1ccc(S(C)=O)cc1 (configuration not stated)
→ 18	-19	18	-10	-0.5	.	0.0	22	-5	38	0
COc1cc2c(c3oc(=O)cc(CC(=O)O)c13)CCC(C)(C)O2
→ 5	-23	-30	1	0.0	1	-0.1	7	8	2	2
COc1ccc(CNC(=O)C2CC=CCC2C(=O)O)cc1OC (configuration not stated)
→ 22	-3	0	1	-0.9	1	0.0	-1	0	7	-5
Cc1ccc(CC(SCc2ccccc2)C(=O)O)cc1C (configuration not stated)
→ 8	2	-16	6	0.7	-2	0.0	-1	-11	31	4
Cc1ccccc1COc1ccc(-c2nnn(CC(=O)O)n2)cc1
→ 11	-5	-9	-4	0.2	.	0.0	3	2	-6	9
C=CCn1c(SCc2nc3sc(C(=O)O)c(C)c3c(=O)[nH]2)nnc1-c1ccc(F)cc1
→ 9	-18	2	-7	5.4	2	0.0	2	13	1	21
